Compound activity as filed in PubChem.
Abeta rescue: A-beta toxicity reversal in yeast. yeast expressing A-beta42, growth rescue, OD600, 48 h; response scale: 0% DMSO, 100% iron-clioquinol control. Potency, µM (top dose mostly 46.1 µM), inactives show top-dose growth rescue, usual class: activators. actives 0.063% (n = 410,000); further: potency means the concentration at half of the fitted maximal effect; nearly all actives have a fitted effect of over 55% in size
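Growth rescue measured by 600 nm absorbance after 48 h yeast culture at 30 C with compound. Values normalized between DMSO and an equimolar ferric chloride plus clioquinol control.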
aSyn yeast inh: inhibitors of alpha-synuclein toxicity in yeast; Yeast expressing alpha-synuclein, growth rescue, BacTiter-Glo, 24 h; actives 0.14% (n = 370,000); Potency, µM (top dose mostly 46.1 µM), inactives show at the top dose growth rescue (activation), most hits filed as activators; further: potency means the concentration at half of the fitted maximal effect; % of control where 0% means no effect; nearly all actives have a fitted effect of over 65% in size
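Screening used galactose-induced yeast with toxic alpha-synuclein levels, exposed to compound for 24 hr at 30 deg C. Cell growth, read with BacTiter-Glo luminescence, gave the measured signal.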
TDP43 rescue: rescues yeast growth from TDP-43 toxicity; actives 1.8% (n = 410,000); TDP-43 expressing yeast growth rescue, BacTiter-Glo, 24 h; Potency, µM (titrated, usually from 46.1 µM), without a hit: top-dose growth rescue (activation), hits mostly activators; further: potency means the concentration at half of the fitted maximal effect; % of control where 0% means no effect; nearly all actives have a fitted effect of over 50% in size
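Galactose-induced TDP-43 yeast, OD600=0.02, compound pinned; 24 hr, 30 deg C; BacTiter-Glo luminescence for growth. Inhibitors of TDP-43 toxicity read as activators.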
DRD3 antagonist: antagonists of human D3 dopamine receptor | P35462 | D3R cells, DiscoveRx beta-arrestin luminescence, antagonist mode; active compounds read low | max response, negative = inhibition, % | actives 2.5% (n = 360,000) | AID 652054; in the data active means max response below about -50%; inconclusive means no clear call, values can overlap the other calls; further: on the % scale 0 is the no-effect control and ±100 the full control effect; mostly tested at two doses, the higher about 12 µM
Target sequence (P35462 whole entry, looked up): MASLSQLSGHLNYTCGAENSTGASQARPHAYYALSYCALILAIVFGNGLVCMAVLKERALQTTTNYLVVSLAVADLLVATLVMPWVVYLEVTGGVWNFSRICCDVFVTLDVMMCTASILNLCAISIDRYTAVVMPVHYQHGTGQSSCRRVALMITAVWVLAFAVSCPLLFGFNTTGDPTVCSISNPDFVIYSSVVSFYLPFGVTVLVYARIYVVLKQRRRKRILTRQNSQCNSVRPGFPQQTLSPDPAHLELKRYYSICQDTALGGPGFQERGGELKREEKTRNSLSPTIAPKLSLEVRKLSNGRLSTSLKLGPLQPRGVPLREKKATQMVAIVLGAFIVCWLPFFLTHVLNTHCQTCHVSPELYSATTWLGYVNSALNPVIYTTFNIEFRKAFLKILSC
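Cells expressing the human receptor were seeded at 1500 cells/well, incubated overnight at 37 degrees C in 5% CO2, then exposed to library compounds with dopamine controls for 90 minutes at 37 degrees C before luminescent detection.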
EPAC2 agonist: activates human EPAC2 exchange factor | EPAC2 activation, biochemical qHTS; response scale: 100% = 6.5 mM cAMP response | Potency, µM (highest dose often 154 µM), for inactives: at the highest dose activation, hits mostly activators | actives 0.079% (n = 360,000) | AID 720711; further: potency means the concentration at half of the fitted maximal effect; nearly all actives have a fitted effect of over 50% in size
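In this primary screen, activation is scored as increased exchange of BODIPY-GDP from Rap1B by 100 nM EPAC2, with 50 uM GDP as competitor. Signal is normalized to the 6.5 mM cAMP agonist control.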
EPAC2 antag: blocks human EPAC2 exchange factor; EPAC2 GEF exchange of Rap1B-BODIPY-GDP, fluorescence; Potency, µM (top dose mostly 114 µM), inactives show at the top dose activity, negative = inhibition, hits mostly inhibitors; actives 0.18% (n = 360,000); AID 720708; further: potency means the concentration at half of the fitted maximal effect; on the % scale 0 is the no-effect control and ±100 the full control effect; nearly all actives have a fitted effect of over 45% in size; many of its hits are not listed in these tables
DRD3 agonist: activates the human D3 dopamine receptor. P35462. D3R DiscoveRx beta-arrestin cells, luminescence, 90 min. max activation, %. actives 0.58% (n = 410,000); in the data active means max activation above about 30%; further: 0% is about no effect; mostly tested at two doses, the higher about 12 µM
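Cells at 1500/well, incubated overnight, then treated with pinned compounds (dopamine as control) for 90 min at 37 degrees C. DiscoveRx reagent added for 30 - 60 minutes at room temperature; luminescence read.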
FUS suppressor: FUS proteinopathy suppression in yeast; Potency, µM (top dose mostly 76.6 µM), for inactives: top-dose growth rescue (activation), actives largely listed as activators; actives 0.24% (n = 390,000); S. cerevisiae FUS-expressing, growth rescue, OD600, 24 h; AID 1347120;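 further: potency means the concentration at half of the fitted maximal effect; plate controls were DMSO vehicle for no effect and reference control for full effect; nearly all actives have a fitted effect of over 55% in size; some results filed as inactive show a strong effect at the top dose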
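Read-out: OD at 600 nm after 24hr at 30C, reporting rescue of FUS-induced yeast toxicity. Cells at OD 0.005 in galactose (2%) minimal medium; compounds tested in a dilution series; CP55940 titration from 92uM final as control.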
An asterisk follows results filed as active; u = inconclusive; x = no result given; [ ] = another dose, or the depositor's remark. Unless noted, the call rests on the fitted dose curve; in most records, active means well fitted curve in the direction sought with a large enough effect; inconclusive means small, poorly fitted or top-dose-only effect, or another doubt; inactive means no such curve, though single readings can be large; an effect the other way counts as inactive or inconclusive.

Short keys: A = Abeta rescue; B = aSyn yeast inh; C = TDP43 rescue; D = DRD3 antagonist; E = EPAC2 agonist; F = EPAC2 antag; G = DRD3 agonist; H = FUS suppressor
CCOC(=O)N1CCC(N2CCN(Cc3ccc(C)o3)C(CCO)C2)CC1 (stereo unspecified)
  A: -3%; B: 1%; C: -6%; D: -5; E: 4%; F: 0%; G: -3; H: -20%
C[N+]1(CCOc2ccc([N+](=O)[O-])cc2)CCOCC1
  A: -2%; B: -12%; C: -5%; D: u; E: 5%; F: -5%; G: -2; H: 28%
O=C(Cn1cnc2c(oc3ccccc32)c1=O)NCc1ccccc1
  A: -14%; B: -1%; C: -7%; D: -10; E: 1%; F: -5%; G: -4; H: -9%
CC(C)(C)NC(=O)C(c1ccccc1)N(C(=O)C1CSC(=O)C1)c1ccccc1 (stereo unspecified)
  A: 31%; B: 2%; C: -8%; D: 5; E: 9%; F: -2%; G: -4; H: 18%
CCOC(=O)c1cc(-c2ccc(N3CCOCC3)cc2)nn1-c1ccc(F)cc1F
  A: -20%; B: 0%; C: -13%; D: 0; E: 6%; F: 10%; G: -7; H: 38%
CC(CC(=O)Nc1ccc2c(c1)c(=O)n(C)n2Cc1ccc(Cl)cc1)C(F)(F)F (stereo unspecified)
  A: 14%; B: 0%; C: 20%; D: 0; E: -8%; F: 2%; G: -4; H: -6%
COc1cc2c(cc1OC)C(C(=O)N1CCCCC1)C(c1ccccc1F)N(C)C2=O (stereo unspecified)
  A: 15%; B: 6%; C: u; D: 9; E: -7%; F: 6%; G: 1; H: 2%
CN(C)S(=O)(=O)c1ccc(Cl)c(C(=O)Nc2cccc([N+](=O)[O-])c2)c1
  A: 5%; B: 6%; C: 25%; D: -14; E: 12%; F: -1%; G: -9; H: -6%
O=C(c1cc2n(n1)C(C(F)(F)F)CC(c1ccco1)N2)N1CCc2ccccc2C1 (stereo unspecified)
  A: -12%; B: 10%; C: 18%; D: 71; E: 0%; F: -4%; G: 1; H: u
Cc1ccc(-c2cc3nc(-c4ccc(Br)cc4)cc(N)n3n2)cc1
  A: 8%; B: -13%; C: 3%; D: 5; E: -3%; F: -22%; G: 0; H: 11%
O=C(CNC(=O)c1ccccc1Br)NCC(c1ccco1)N1CCCCC1 (stereo unspecified)
  A: 1%; B: -8%; C: 1%; D: 16; E: -3%; F: -6%; G: -9; H: -5%
O=C(O)CCC(=O)N1CCc2cc(S(=O)(=O)NCc3cccs3)ccc21
  A: -2%; B: 2%; C: -7%; D: 30; E: 6%; F: -3%; G: 1; H: -13%
COc1ccc(C(=O)COC(=O)c2ccccc2NS(=O)(=O)c2ccc(O)c([N+](=O)[O-])c2)cc1
  A: -7%; B: -13%; C: -22%; D: -23; E: -6%; F: -23%; G: -9; H: 15%
CCC1C(=O)n2nc(-c3ccccc3)cc2N=C1C (stereo unspecified)
  A: 14%; B: -8%; C: -3%; D: -4; E: 0%; F: 5%; G: 8; H: 18%
Cc1cnc(=O)[nH]c1SCc1cccc([N+](=O)[O-])c1
  A: 1%; B: 2%; C: 9%; D: 7; E: 1%; F: -4%; G: -4; H: -31%
CCc1ccccc1NC(=O)CCCSc1nc2ccccc2s1
  A: 7%; B: -10%; C: 26%; D: 0; E: 4%; F: 0%; G: 2; H: -12%
Cc1cccc(OCc2nnc(SCC(=O)N3CCCC3)n2C)c1
  A: 11%; B: 7%; C: -3%; D: 27; E: -2%; F: -7%[57.1 µM]; G: -3; H: 11%
COc1cc2c(cc1OC)C(Cc1ccc(O)cc1)N(C)CC2 (stereo unspecified)
  A: 9%; B: -6%; C: -4%; D: -18; E: 1%; F: 6%; G: -5; H: 31%
O=S1(=O)CC(N2CCCCC2)CN1Cc1cn(Cc2ccc(C(F)(F)F)cc2)nn1 (stereo unspecified)
  A: -15%; B: -15%; C: 9%; D: -3; E: 0%; F: 9%; G: 4; H: -3%
O=C(Nc1cccc(-c2csc(Nc3ccccc3)n2)c1)c1cc([N+](=O)[O-])cc(C(F)(F)F)c1
  A: -1%; B: 0%; C: -6%; D: 48; E: 2%; F: -8%; G: -4; H: 25%
Cc1[nH]c2ccccc2c1C(=O)C(=O)NCc1nnnn1-c1cccc(F)c1
  A: -9%; B: 9%; C: -4%; D: 0; E: -7%; F: -2%; G: 2; H: -7%
COc1ccc(CNC(=O)CSc2nc(C)cs2)cc1
  A: 0%; B: -1%; C: u; D: -8; E: -2%; F: -5%; G: 1; H: -15%
O=C(CCc1ccccc1)n1nc(-c2ccccc2)nc1NCc1ccco1
  A: -1%; B: 8%; C: -11%; D: -20; E: 15%; F: -1%; G: -22; H: -2%
Cc1ccc(N2CC(c3nnc(Cc4ccccc4Cl)o3)CC2=O)cc1 (stereo unspecified)
  A: -3%; B: x; C: 22%; D: x; E: x; F: x; G: -5; H: 23%
COC(c1ccccc1)c1nnc(CCC(=O)NCCCc2ccccc2)o1 (stereo unspecified)
  A: -19%; B: 2%; C: 6%[9.22 µM]; D: -12; E: 3%; F: 1%; G: -5; H: 16%
O=C(CNc1ccc(Cl)c(C(F)(F)F)c1)N1CCN(S(=O)(=O)c2ccccc2)CC1
  A: -11%; B: 20%; C: 6%; D: 40; E: -3%; F: -4%; G: -1; H: x
CCc1nn2c(NCCOC)cc(C)nc2c1-c1ccc(F)cc1
  A: -13%; B: -6%; C: 16%; D: -6; E: -9%; F: -12%; G: 0; H: 14%
CN(Cc1ccccc1)C(=O)CN(Cc1ccccc1)S(C)(=O)=O
  A: 9%; B: 2%; C: -19%; D: u; E: 7%; F: -5%; G: 2; H: 15%
COc1ccccc1CNC(=O)CCC1N=C2c3ccccc3N=C(SCc3ccc(Cl)cc3)N2C1=O (stereo unspecified)
  A: -9%; B: x; C: 22%; D: x; E: x; F: x; G: -5; H: u
O=C(NCCN1CCOCC1)c1cc(-c2ccccc2Cl)nc2ccccc12
  A: 8%; B: 0%; C: -3%; D: 11; E: -1%; F: 9%; G: 0; H: 8%

Retrieved one by one from the entries so far:
Short keys: A = Abeta rescue; B = aSyn yeast inh; C = TDP43 rescue; D = DRD3 antagonist; E = EPAC2 agonist; F = EPAC2 antag; G = DRD3 agonist; H = FUS suppressor
Cc1ccc(N2CC(c3nnc(Cc4ccccc4Cl)o3)CC2=O)cc1 (stereo unspecified)
  A: -3%; B: x; C: 22%; D: x; E: x; F: x; G: -5; H: 23%
O=C(NCCN1CCOCC1)c1cc(-c2ccccc2Cl)nc2ccccc12
  A: 8%; B: 0%; C: -3%; D: 11; E: -1%; F: 9%; G: 0; H: 8%
COc1ccccc1CNC(=O)CCC1N=C2c3ccccc3N=C(SCc3ccc(Cl)cc3)N2C1=O (stereo unspecified)
  A: -9%; B: x; C: 22%; D: x; E: x; F: x; G: -5; H: u

Later entries.
Short keys: A = Abeta rescue; B = aSyn yeast inh; C = TDP43 rescue; D = DRD3 antagonist; E = EPAC2 agonist; F = EPAC2 antag; G = DRD3 agonist; H = FUS suppressor
CCOc1ccc(NS(=O)(=O)c2ccc3c(c2)CCN3C(=O)C2CCC2)cc1
  A: -22%; B: -12%; C: -5%; D: 18; E: 24%; F: -13%; G: -1; H: 16%
Cc1nnc(NC(=O)c2csc3c2CCC(C)C3)s1 (stereo unspecified)
  A: 4%; B: 0%; C: 0%; D: 25; E: 2%; F: 4%; G: 1; H: -38%
CCOC(=O)c1ccc(CC2S/C(=C(\C#N)C(C)=O)NC2=O)cc1 (stereo unspecified)
  A: 3%; B: 11%; C: -3%; D: -5; E: 1%; F: 8%; G: 1; H: 43%
Cc1ccc(CNC(=O)Cn2cc(S(=O)(=O)Cc3ccccc3Cl)c3ccccc32)cc1
  A: 7%; B: x; C: 6%; D: x; E: x; F: x; G: -10; H: 16%
COc1ccc(/C=C/c2ccc3cccc(O)c3n2)c(OC)c1OC
  A: -23%; B: u; C: u; D: 0; E: 13%; F: -25%; G: -26; H: 41%
O=C(Nc1ccccc1C(=O)O)c1ccc(Br)c(S(=O)(=O)NCc2ccccc2)c1
  A: 9%; B: 3%; C: 0%; D: 79; E: 0%; F: -15%; G: 39*; H: 17%
Cc1ccc(CNC(=O)C2CCN(S(=O)(=O)c3ccc4c(c3)CCCN4C(=O)C3CCC3)CC2)cc1
  A: -14%; B: x; C: 3%; D: x; E: x; F: x; G: -12; H: 15%
O=C(NCc1ccccc1)c1ccco1
  A: -6%; B: 7%; C: -8%; D: -8; E: 8%; F: -7%; G: 1; H: -13%
COC(C[C@H]1O[C@@H]1C(=O)COCc1ccccc1)OC
  A: 0%; B: 5%; C: 21%; D: -5; E: 5%; F: 41%[activator]; G: 32*; H: -11%
CC(NC(=O)c1ccco1)C(=O)OCC(=O)N1CCCCCC1 (stereo unspecified)
  A: 1%; B: -1%; C: 16%; D: 17; E: -1%; F: 4%; G: -7; H: -6%
CCOC(=O)N1CCC(NC(=O)CCC(=O)N2CC(C)Oc3ccc(C)cc32)CC1 (stereo unspecified)
  A: 2%; B: -2%; C: -10%; D: -25; E: 7%; F: -4%; G: -2; H: 17%
COCCN(CCOC)C(=O)c1ccc(SCc2ccc(C)cc2)c([N+](=O)[O-])c1
  A: -13%; B: -1%; C: -21%; D: 4; E: 4%; F: -10%; G: 2; H: 23%
CC(C)(C)OC(=O)N(CCc1ccccc1)Cc1ccc(OCc2cccc(NC(=O)c3ccccc3)c2)cc1
  A: 7%; B: 4%; C: 19%; D: 89; E: 10%; F: -2%; G: 6; H: -14%
COC(=O)c1c(NC(=O)CSc2nc(-c3ccco3)cc(C(F)(F)F)n2)sc2c1CCCC2
  A: -19%; B: -16%; C: -18%; D: 15; E: 10%; F: -18%; G: 2; H: 27%
O=C(NC(=S)Nn1cnnc1)c1ccccc1Cl
  A: -19%; B: 7%; C: -6%[0.397 µM]; D: 4; E: 2%; F: 2%; G: -5; H: 11%
COc1ccc(N2CCN(C(=O)COC(=O)c3c(-c4ccccc4)noc3C)CC2)cc1
  A: -11%; B: 3%; C: 24%; D: 22; E: 7%; F: -4%; G: 0; H: 14%
O=C(C1CCN(S(=O)(=O)N2CCOCC2)CC1)N1CCN(c2ccc(F)cc2)CC1
  A: 4%; B: -2%; C: -14%[0.397 µM]; D: 0; E: 1%; F: 0%; G: 5; H: 12%
Cc1ccc(C(=O)Nc2nc3n(n2)C(c2ccccc2)CC(=O)N3)cc1 (stereo unspecified)
  A: 12%; B: 0%; C: 3%; D: 15; E: 9%; F: 6%; G: 7; H: 18%
CCN(CCCNC(=O)CCCOc1cc(=O)n(C)c2ccccc12)Cc1ccccc1
  A: 2%; B: 3%; C: 1%; D: 10; E: 2%; F: 1%[57.1 µM]; G: -2; H: 8%
COc1ccc(C(=O)NCc2ccc3c(c2)CCN3C(C)=O)c(OC)c1
  A: -23%; B: x; C: 1%; D: x; E: x; F: x; G: -7; H: 7%

A portion of the library; the hit share may differ from the screen's.
